Glioma ERSR ind: inducers of ER stress response in human glioma cells. U87-MG GRP78 promoter luciferase reporter, 16 h. Potency, µM, for inactives: at the highest dose activation, usual class: activators. 0.02% of 420,000 active. AID 602332; active = well fitted activation curve with a large enough effect; inconclusive = small, poorly fitted or top-dose-only effect; inactive = no such curve, though single readings can be large or run the other way; note: series mostly up to about 76 µM; % of control where 0% means no effect; nearly all actives have a fitted effect of over 35% in size
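Stably transfected U87-MG glioma cells carrying a GRP78-based luciferase sensor; 16 h compound incubation. Luminescence end-point read 10 min after Bright-Glo addition at room temperature.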
An asterisk follows results filed as active; ? = inconclusive; & = joins results of further samples. Potency is the fitted concentration of half-maximal effect.

SMILES | Glioma ERSR ind
COc1ccc(CNc2ccnc(-c3ccc(N(C)C)cc3)n2)c(OC)c1 | 3%
O=[N+]([O-])c1ccc(Oc2ccc(N=C=S)cc2)cc1 | -4%
Cc1cc(=O)oc2cc(OC3C=CC(C#CC(C)(C)C)OC3CO)ccc12 (stereo unspecified) | -4%
O=C(Nc1ccc(Br)cc1)c1cc(Br)c(Br)s1 | 0%
Cn1c(=O)n2n(c1=O)[C@H]1[C@H](O)[C@H]3O[C@H]3C(=O)[C@H]1CC2 | -3%
N=C(N)SCCc1ccc(CCSC(=N)N)cc1 | 1%
c1ccc2sc(N3CCN(Cc4ccc5c(c4)OCO5)CC3)nc2c1 | -1%&4%
CC1(C)C(C(=O)O)N2C(=O)CC2S1(=O)=O (stereo unspecified) | -2%&-3%
CC(=O)N[C@H](CC(C)C)C(=O)O | -5%
COC(=O)[C@@H]1CC[C@H](C)[C@@H](c2ccc(C)cc2)N1C(=O)c1ccc(/C=N\O[C@@H](C)c2cc(-c3c(C)cc(C)cc3C)no2)cc1 | -3%
c1ccc(CNc2ccnc(-c3cccnc3)n2)cc1 | 3%
COc1ccc(C2=N[C@H](c3ccccc3)CO2)cc1 | -9%
COc1cccc(-c2cc(NCc3cnc(C)cn3)ncn2)c1 | -1%
Cn1cccc1C(=O)N1CCC2(CC1)CN(c1ccccn1)C2 | -4%
Cc1ncc2c(c1CNC(=O)c1ccc3c(c1)OCO3)CCN(C(=O)c1scc3c1CCCC3)C2 | -5%
CC[C@H](NC(=O)[C@H](CCC(=O)O)NC(=O)[C@H](CCC(=O)O)NC(=O)[C@H](CC(=O)O[S+](=O)([O-])c1cccc2c(NCCN)cccc12)NC(=O)[C@H](CCC(=O)O)NC(=O)[C@H](CC(=O)O)NC(C)=O)C(=O)ON[C@@H](C)C(=O)N[C@@H](CO)C(=O)N[C@@H](CCCCNC(=O)c1ccc(N=Nc2ccc(N(C)C)cc2)cc1)C(N)=O | -6%
OC1c2ccccc2N=C2CCCN21 (stereo unspecified) | -6%
Cn1ncc(S(=O)(=O)Cc2ccccc2)c(Br)c1=O | -15%
Cc1cccc(C2=NN(c3ccccc3)[C@H](CO)[C@H]2C)c1 | 9%
FC(F)(F)c1ccccc1-c1nccc(-n2ccnc2)n1 | -2%
CNc1ccnc(-c2ccccc2C(F)(F)F)n1 | -5%
CC(O)(COc1ccccc1)c1ccc2c(c1)CN(C/C=C/c1ccco1)CCO2 (stereo unspecified) | 9%
C#CCCCO/N=C1/C[C@@H](O)[C@@H](O)[C@@H]2[C@@H]3C(=O)N(CC)C(=O)[C@H]3CC[C@H]12 | -4%
CC(N)=NCCCC[C@H](N)C(=O)O | -2%
CCc1cc2c(nc1CC)CCN(CC/C(C)=N/OCC[C@@H]1C=C[C@H](OC(C)=O)[C@H](COC(C)=O)O1)C2 | 0%
COC(=O)c1ccccc1C(=O)N1CCOc2ccc(CN3CCN(c4ccccn4)CC3)cc2C1 | -2%
COc1cc(N)c(Cl)cc1C(=O)OCCN1CCCCC1 | -2%&-7%
CCOC(=O)CCN1C(=O)[C@H]2[C@H]3[C@H](O)[C@H](O)C/C(=N/NC(=O)OCc4ccccc4)[C@@H]3CC[C@@H]2C1=O | -4%
CCCS(=O)(=O)NCc1c(C)ncc2c1CCN(C(=O)c1ccc(F)c(F)c1)C2 | -5%
c1nc(N2CCNCC2)c2cc(-c3ccoc3)ccc2n1 | -2%
CC(C)C[C@H](NC(=O)C1OC1C(=O)O)C(=O)NCCCCN=C(N)N (stereo partly specified) | -4%
COc1cccc(Cn2c(=O)c(-c3cccc(Cl)c3)nc3cncnc32)c1 | -4%
COC(=O)N1CCc2cc(OC)c(OC)cc2C1Cc1ccc(OC)cc1 (stereo unspecified) | -5%
Cn1cccc1C(=O)N1CCC2(CC1)CN(Cc1cc(C(F)(F)F)cc(C(F)(F)F)c1)C2 | -4%
O=C(c1ccncc1)N1CCC2(CC1)CCN(c1cccc(-c3ccccc3)c1)CC2 | -2%
NS(=O)(=O)c1cccc2c1c([N+](=O)[O-])cc1[nH]c(=O)c(=O)[nH]c12 | 2%&1%
Cc1c(CN2CCOc3ccc(C(C)(O)COc4ccccc4)cc3C2)cnn1C (stereo unspecified) | -2%
CC(C)CO/N=C1/C[C@@H](O)[C@@H](O)[C@@H]2[C@@H]3C(=O)N(c4cccc(Oc5ccccc5)c4)C(=O)[C@H]3CC[C@H]12 | -3%
O=c1c(O)c(-c2cccc(O)c2)oc2ccccc12 | 2%
CC(CCc1ccc(O)cc1)NCC(O)c1ccc(O)cc1 (stereo unspecified) | -5%
Cc1cc2c(nc1C)CCCN2C[C@H](C)O/N=C1/[C@H]2O[C@@H]2[C@@H](O)[C@H]2[C@H]1CCn1c(=O)n(-c3ccccc3)c(=O)n12 | -3%
O=C(c1ccc(OCCCc2cnc[nH]2)cc1)C1CC1 | -8%&8%&5%
CC(=O)N1CCC2(CC1)CN(c1cccc(-c3ccccc3)c1)C2 | -1%
C[C@H](NC(=O)CNC(=O)[C@@H](NC(=O)[C@H](Cc1ccccc1)NC(=O)CNC(=O)CNC(=O)[C@@H](N)Cc1ccccc1)[C@@H](C)O)C(=O)N[C@@H](CCCN=C(N)N)C(=O)N[C@@H](CCCCN)C(=O)N[C@@H](CO)C(=O)N[C@@H](C)C(=O)N[C@@H](CCCN=C(N)N)C(=O)N[C@H](CN)CCCCN | -2%
Cc1cc(-c2ccnc(-n3ncc(C(=O)NCc4cccnc4)c3C3CC3)n2)c(C)s1 | 6%
COc1ccc(-c2nc3cncnc3n(-c3ccccc3)c2=O)cc1 | -6%
C[C@@H]1O[C@@H](OC2O[C@@H](COc3cc(O)c4c(=O)cc(-c5ccc(O)cc5)oc4c3)[C@@H](O)[C@@H](O)[C@@H]2O)[C@H](O)[C@H](O)[C@H]1O (stereo partly specified) | -7%
CCCCCCCCCCOc1cc(OCCCCCCCCCC)cc(N(CC(=O)O)CC(=O)O)c1 | -9%
FC(F)(F)c1ccccc1-c1cncnc1Nc1ccccc1 | -1%
Cn1cccc1C(=O)N1CCC2(CC1)CCN(c1ccccc1)CC2 | 0%
CC(O)(COc1ccccc1)c1ccc2c(c1)CN(Cc1cccn1-c1ccccn1)CCO2 (stereo unspecified) | -3%
CCN(CC)CCNC(=O)c1cnn(-c2ncc3c(n2)-c2ccc(OC)cc2CC3)c1C | 5%
CN(C)c1ncc2nc(-c3ccc(F)cc3)c(=O)n(-c3ccccc3)c2n1 | -3%
COc1cccc(-c2nc3cc(SC)ccc3cc2CN(C(=O)c2sccc2C)C2CC2)c1 | -1%
CCCCCCCCCCCCCc1ccco1 | -3%
COc1ccc(-c2nc3cnc(Oc4cccc(Cl)c4)nc3n(C[C@H]3CCCO3)c2=O)cc1 | -3%
CSCC[C@H](NC(=O)CN)C(=O)N[C@@H](CC(=O)O)C(=O)N[C@@H](CO)C(=O)N[C@@H](CC(C)C)C(=O)N[C@@H](C)C(=O)N[C@@H](Cc1ccccc1)C(=O)N[C@@H](CO)C(=O)NCC(=O)NCC(=O)N[C@@H](CC(C)C)C(N)=O | 1%
CCOC(=S)SSC(=S)OCC | -4%
Cc1ccc(NC(=O)c2cccc(N(C)C)c2)cc1NC(=O)c1ccc(O)cc1 | 2%&-2%&-1%
C1CCC(N=C(NC23CC4CC(CC(C4)C2)C3)N2CCOCC2)CC1 | -3%

Of the compounds above, these contain a halogen:
SMILES | Glioma ERSR ind
O=C(Nc1ccc(Br)cc1)c1cc(Br)c(Br)s1 | 0%
Cn1ncc(S(=O)(=O)Cc2ccccc2)c(Br)c1=O | -15%
FC(F)(F)c1ccccc1-c1nccc(-n2ccnc2)n1 | -2%
CNc1ccnc(-c2ccccc2C(F)(F)F)n1 | -5%
COc1cc(N)c(Cl)cc1C(=O)OCCN1CCCCC1 | -2%&-7%
CCCS(=O)(=O)NCc1c(C)ncc2c1CCN(C(=O)c1ccc(F)c(F)c1)C2 | -5%
COc1cccc(Cn2c(=O)c(-c3cccc(Cl)c3)nc3cncnc32)c1 | -4%
Cn1cccc1C(=O)N1CCC2(CC1)CN(Cc1cc(C(F)(F)F)cc(C(F)(F)F)c1)C2 | -4%
FC(F)(F)c1ccccc1-c1cncnc1Nc1ccccc1 | -1%
CN(C)c1ncc2nc(-c3ccc(F)cc3)c(=O)n(-c3ccccc3)c2n1 | -3%
COc1ccc(-c2nc3cnc(Oc4cccc(Cl)c4)nc3n(C[C@H]3CCCO3)c2=O)cc1 | -3%

(more compounds)
SMILES | Glioma ERSR ind
CC(C)CCC[C@@H](C)[C@H]1CC[C@H]2[C@@H]3CC=C4CC(O)CC[C@]4(C)[C@H]3CC[C@]12C (stereo partly specified) | 0%
COc1ccc(-c2nc3cnc(Nc4ccccc4)nc3n(C[C@H]3CCCO3)c2=O)cc1 | -3%
COc1cc(OC)c2c(c1)OC(=O)CC2c1ccccc1OC (stereo unspecified) | -1%
CCCC1OC2CC3C4CCC5=CC(=O)C=CC5(C)C4C(O)CC3(C)C2(C(=O)CO)O1 (stereo unspecified) | -1%
COc1ccc(CCCn2ncc3c2nc(N)n2nc(-c4ccco4)nc32)cc1 | -1%
COc1ccc(Oc2ncc3nc(-c4cc(F)cc(F)c4)c(=O)n(C[C@H]4CCCO4)c3n2)cc1 | 0%
Cc1cc(-c2ccnc(-n3ncc(C(=O)NC(C)(C)CO)c3C3CC3)n2)c(C)s1 | -3%
Cc1noc(C)c1C(=O)N1CCC2(CCCN(C(=O)NC(C)C)C2)CC1 | -4%
COc1ccc(CNc2ncnc3ccc(-c4cccc(C#N)c4)cc23)c(OC)c1 | 2%
CC[C@H](C)[C@H](NC(=O)[C@@H](NC(=O)[C@@H](CC(=O)NO)Cc1ccccc1)[C@@H](C)CC)C(=O)O | -2%
O=C(c1cccc(F)c1)N1CCC2(CC1)CN(c1ccc(-c3ccccc3)cc1)C2 | -4%
COc1ccc(C2COc3c(ccc(O)c3OC)C2)c(OC)c1O (stereo unspecified) | -4%
Clc1ccc2c(c1)N=C(N1CCNCC1)c1ccccc1N2 | -3%&-4%&-3%
Cc1noc(C)c1-c1cc(NC2CC2)ncn1 | -1%
COc1ccc(OC2C=CC(c3ccccc3)OC2CO)c(C(C)(C)C)c1 (stereo unspecified) | -5%
CC(C)(CS)C(=O)N1CCC[C@H]1C(=O)O | -3%
COc1ccc2[nH]cc(CCNc3ccnc(-c4ccccc4C)n3)c2c1 | -1%
COc1cc(=O)n(C)c2c(OC[C@@H](O)C(C)(C)O)cccc12 | -2%
CCNc1ncc2nc(-c3cc(F)cc(F)c3)c(=O)n(Cc3ccc(F)cc3)c2n1 | -1%
COc1ccc(C(=O)NCc2nnc(SC)n2-c2ccccc2C)c(OC)c1OC | -5%
Clc1ccccc1-c1nc(-n2ccnc2)c2ccccc2n1 | -4%
COc1ccc2ccccc2c1CN1CCOc2ccc(CN3CCN(CCO)CC3)cc2C1 | -4%
Brc1ccc(C2=NCCC(c3ccccc3)O2)cc1 (stereo unspecified) | -1%
COc1cc(=O)n2c(c1C(=O)NCc1ccco1)CCN(Cc1ccccc1)CC2 | -4%
c1cncc(-c2nc(-n3ccnc3)c3ccccc3n2)c1 | -3%
O=c1c(O)c(-c2ccc(O)cc2)oc2cc(O)ccc12 | 2%
COc1ccccc1CNc1ncnc2sc(C(=O)N(C)C(C)C)c(C)c12 | -3%
NC(N)=NCCCCN=C(N)N | 0%&-3%&-5%&-2%&-7%
COc1ccc2[nH]cc(CCNc3cc(-c4ccccc4Cl)ncn3)c2c1 | -3%
N[C@H](CSSC[C@@H](N)C(=O)O)C(=O)O | -2%
CC1CCC(C(=O)O)NC1c1cccc(N2CCCC2=O)c1 (stereo unspecified) | -3%
C=CCc1cccc(/C=N/NC(=O)CN2CCN(Cc3ccccc3)CC2)c1O | -2%
CC(C)C[C@H](NC(=O)[C@H](Cc1ccccc1)NC(=O)CNC(=O)CNC(=O)[C@@H](N)Cc1ccc(O)cc1)C(=O)N[C@@H](CCCN=C(N)N)C(=O)N[C@@H](CCCN=C(N)N)C(=O)N[C@@H](CCC(N)=O)C(=O)N[C@@H](Cc1ccccc1)C(=O)N[C@@H](CCCCN)C(=O)N[C@H](C(=O)N[C@H](C(=O)N[C@H](C(=O)O)[C@@H](C)O)C(C)C)C(C)C | 1%&-3%
CN(C)c1ccc(-c2cncnc2NCc2cccs2)cc1 | -2%
COCC(=O)Nc1cc(C(=O)N2CCCCC2c2nccs2)c2c(c1)nc(-c1ccncc1)n2C (stereo unspecified) | -3%
O=C(c1ccncc1)N1CCC2(CCC(CNC(=O)C3(N4CCOCC4)CCCCC3)O2)CC1 (stereo unspecified) | -4%
C[C@@]12C(=O)OC(=O)[C@@]1(C)C1CCC2O1 | -3%
CS(=O)(=O)N1CCC2(CCN(c3cccc(-c4ccccc4)c3)CC2)CC1 | 0%
CN(C)C(=O)c1ccc(-c2nc(NCc3cccs3)c3ccccc3n2)cc1 | -1%
O=C(NCc1nnc2n1CCN(Cc1ccc(C(F)(F)F)cc1)CC2)c1cccc(F)c1 | -4%
CC1(C)CCC(C)(C)c2cc(C(=O)Nc3ccc(C(=O)O)cc3)ccc21 | -2%&2%&5%
COc1cccc(-c2nc(NCc3cnc(C)cn3)c3ccccc3n2)c1 | 6%
CCCc1c(OCC(O)COc2ccc3c(=O)cc(C(=O)O)oc3c2CCC)ccc(C(C)=O)c1O (stereo unspecified) | 6%&-5%
COC(=O)c1cn([C@@H]2C[C@@H](C(=O)N3CCCCCC3)N(Cc3cc4ccccc4s3)C2)nn1 | ?
COC1=C(OC)C(=O)C(C/C=C(\C)CC/C=C(\C)CC/C=C(\C)CC/C=C(\C)CC/C=C(\C)CC/C=C(\C)CC/C=C(\C)CC/C=C(\C)CC/C=C(\C)CCC=C(C)C)=C(C)C1=O | -2%
CN(C)C(=O)c1ccc(-c2ccc3ncnc(N(C)Cc4ccco4)c3c2)cc1 | -5%

Screening results from PubChem.

This is a subset; rates above refer to the full screens.
